PLK1 PBD inh: blocks phosphopeptide binding to human PLK1 polo-box domain; P53350; Plk1 PBD binding of FITC phosphopeptide, fluorescence polarization; Potency, µM, inactives show max response, negative = inhibition, usual class: inhibitors; 360,000 compounds, 2.8% hits; further: potency means the concentration at half of the fitted maximal effect; series mostly up to about 57 µM; on the % scale 0 is the no-effect control and ±100 the full control effect; nearly all actives have a fitted effect of over 65% in size
Target sequence (P53350 whole entry, looked up, the tested form may be a part): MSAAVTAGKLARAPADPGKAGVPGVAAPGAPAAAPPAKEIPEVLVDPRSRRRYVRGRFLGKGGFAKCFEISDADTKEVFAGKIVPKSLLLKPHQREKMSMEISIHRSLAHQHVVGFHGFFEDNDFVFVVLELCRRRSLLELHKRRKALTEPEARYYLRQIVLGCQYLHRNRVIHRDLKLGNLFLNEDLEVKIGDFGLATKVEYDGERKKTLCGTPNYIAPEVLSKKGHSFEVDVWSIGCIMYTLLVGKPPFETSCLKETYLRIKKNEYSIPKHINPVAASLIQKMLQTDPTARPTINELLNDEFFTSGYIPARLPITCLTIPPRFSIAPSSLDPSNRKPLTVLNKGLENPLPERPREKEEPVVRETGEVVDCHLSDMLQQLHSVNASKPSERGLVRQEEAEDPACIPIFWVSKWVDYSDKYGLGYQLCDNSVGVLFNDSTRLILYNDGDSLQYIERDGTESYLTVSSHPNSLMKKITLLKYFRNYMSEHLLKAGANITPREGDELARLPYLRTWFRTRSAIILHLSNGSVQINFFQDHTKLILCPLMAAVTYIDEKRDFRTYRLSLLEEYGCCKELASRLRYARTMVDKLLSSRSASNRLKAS
WRN inhibitor: blocks human WRN helicase | Q14191 | WRN helicase unwinding, fluorescent forked duplex, kinetic | Potency, µM (highest dose often 114 µM), for the others: at the top dose activity change, negative = inhibition, usual class: inhibitors | 360,000 compounds, 0.46% hits; further: potency means the concentration at half of the fitted maximal effect; on the % scale 0 is the no-effect control and ±100 the full control effect; nearly all actives have a fitted effect of over 55% in size
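Screening of the MLSMR collection measured strand separation of a quenched forked DNA duplex (100 nM) by 20 nM WRN with 2 mM ATP, all final. Compounds were preincubated with enzyme 15 min at room temperature.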
aSyn rescue: inhibitors of alpha-synuclein toxicity in yeast | Potency, µM (titrated, usually from 46.1 µM), for inactives: top-dose growth rescue (activation), actives largely listed as activators | 370,000 compounds, 0.14% hits | Yeast expressing alpha-synuclein, growth rescue, BacTiter-Glo, 24 h; further: potency means the concentration at half of the fitted maximal effect; % of control where 0% means no effect; nearly all actives have a fitted effect of over 65% in size
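Galactose-induced alpha-syn yeast (OD600=0.02, raffinose-pregrown) + pinned cpd, 24 hr, 30 deg C; growth by BacTiter-Glo luminescence. Growth restoration scores as activation.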
Abeta rescue: compounds reversing amyloid beta toxicity in yeast | yeast expressing A-beta42, growth rescue, OD600, 48 h; response scale: 0% DMSO, 100% iron-clioquinol control | 410,000 compounds, 0.063% hits | Potency, µM (series often up to 46.1 µM), for the others: at the top dose growth rescue, most hits filed as activators; further: potency means the concentration at half of the fitted maximal effect; nearly all actives have a fitted effect of over 55% in size
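Yeast growth medium received pinned compounds, then yeast cells expressing toxic A-beta were added; plates incubated at 30 C for 48 hr. Growth read as absorbance at 600 nm, normalized to DMSO and equimolar FeCl3 plus clioquinol controls.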
FUS suppressor: FUS proteinopathy suppression in yeast; S. cerevisiae FUS-expressing, growth rescue, OD600, 24 h; Potency, µM (highest dose often 76.6 µM), for inactives: at the top dose growth rescue (activation), actives largely listed as activators; 390,000 compounds, 0.24% hits; AID 1347120;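 further: potency means the concentration at half of the fitted maximal effect; plate controls were DMSO vehicle for no effect and reference control for full effect; nearly all actives have a fitted effect of over 55% in size; some results filed as inactive show a strong effect at the top dose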
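Galactose (2%) drives FUS expression in yeast precultured in raffinose; seeding density OD 0.005. Test compounds incubated 24hr at 30C and 99% humidity before absorbance at 600 nm was measured.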
IL-2 act: activators of IL-2; IL-2 activation reporter assay, cell-based qHTS; stimulated with anti-CD3/CD4/CD28 beads; in transgenic mouse T cells; activation, % (series mostly up to about 46 µM); 360,000 compounds, 0.065% hits; AID 652025; in the data active means activation above about 50%; inconclusive means mostly about 30% to 49%; further: 0% is about no effect
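Readout: EGFP and DsRed signals by fluorescent plate cytometry. Unstimulated transgenic mouse T cells received compound 60 min before antibody-bead stimulation, then incubated 18 h at 37 degrees C.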
EPAC1 ag: activates human EPAC1 exchange factor; 360,000 compounds, 0.073% hits; O95398; Potency, µM (series often up to 154 µM), without a hit: at the top dose activation, hits mostly activators; EPAC1 agonist qHTS, biochemical assay; response scale: 100% = response to 6.5 mM cAMP; AID 720707; further: potency means the concentration at half of the fitted maximal effect; nearly all actives have a fitted effect of over 60% in size
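Nucleotide exchange assay: 100 nM EPAC1 with 250 nM Rap1B loaded with BODIPY-GDP and 50 uM GDP, room temperature. Fluorescence (480/540 nm) read every 5 min for 30 min; signal change normalized to 6.5 mM cAMP as full agonist.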
PI5P4K alpha inh: inhibitors of human PI5P4K alpha | max response, % | 330,000 compounds, 1.2% hits | PI5P4Kalpha enzyme, ADP-Glo luminescence, 60 min; stronger effect = lower value; active means max response of -50% or lower; inconclusive means between -30% and -50%; inactive means -30% or higher; further: value at the top dose of about 77 µM; on the % scale 0 is the no-effect control and ±100 the full control effect
Target sequence (P48426 whole entry, looked up): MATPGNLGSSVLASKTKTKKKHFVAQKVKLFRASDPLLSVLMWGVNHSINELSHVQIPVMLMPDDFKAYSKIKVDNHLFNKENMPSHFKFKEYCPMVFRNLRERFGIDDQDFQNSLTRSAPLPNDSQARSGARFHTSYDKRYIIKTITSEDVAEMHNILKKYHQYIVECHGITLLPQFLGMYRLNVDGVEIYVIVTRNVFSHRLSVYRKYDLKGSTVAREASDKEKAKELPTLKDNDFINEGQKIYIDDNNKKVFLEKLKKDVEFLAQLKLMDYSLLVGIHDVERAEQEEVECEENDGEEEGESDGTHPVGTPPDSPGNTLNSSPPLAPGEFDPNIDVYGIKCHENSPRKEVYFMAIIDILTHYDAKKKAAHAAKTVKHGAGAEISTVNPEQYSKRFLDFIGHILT
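ADP-Glo luminescence end-point read after a 60 min room-temperature kinase reaction of PI5P4Kalpha plus substrate, initiated with ATP at 5 microM final. Buffer: 0.038 M HEPES pH 7.4, EGTA, 0.1% CHAPS, 5% DMSO.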
EPAC1 antagonist: EPAC1 (human) antagonism | EPAC1 GEF assay, Rap1b-BODIPY-GDP exchange fluorescence | AID 720709 | 360,000 compounds, 0.14% hits | Potency, µM (highest dose often 115 µM), for inactives: at the highest dose activity change, negative = inhibition, actives largely listed as inhibitors | O95398;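 further: potency means the concentration at half of the fitted maximal effect; plate controls were vehicle for no effect and positive control for full effect; nearly all actives have a fitted effect of over 50% in size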
* hit, by the source's call; ? = inconclusive; / = no result given; [ ] = another dose, or the depositor's remark. Unless noted, the call rests on the fitted dose curve; in most records, active means well fitted curve in the direction sought with a large enough effect; inconclusive means small, poorly fitted or top-dose-only effect, or another doubt; inactive means no such curve, though single readings can be large; an effect the other way counts as inactive or inconclusive.

Compound	PLK1 PBD inh	WRN inhibitor	aSyn rescue	Abeta rescue	FUS suppressor	IL-2 act	EPAC1 ag	PI5P4K alpha inh	EPAC1 antagonist
CCCCNC(=S)N=Nc1c(O)[nH]c2ccccc12	-11.6%	-17.9%	-12.0%	38.3%	9.8%	-4.0	-0.7%	-4.1	-15.5%
COc1ccc(S(=O)(=O)N2CCCCCC2)cc1NC(=O)c1ccccc1	-4.6%	-19.7%	2.2%	7.1%	10.9%	-1.6	-6.2%	5.5	17.3%
COc1ccc(-c2noc(-c3ccc(C)cc3)n2)cc1	0.1%	3.1%	0.2%	-5.8%	-4.9%	0.0	8.2%	4.0	11.9%
CC(C)CC(C(=O)O)N(Cc1ccccc1)Cc1ccccc1 (stereo not given)	-11.1%	2.1%	9.4%	-1.7%	-20.8%	2.5	-0.1%	0.1	-9.1%
NC(=O)c1ccnc2c(O)cccc12	/	/	/	2.0%	-26.7%	-0.2	4.0%	/	-6.1%
Cc1c(NC(=O)Cn2[nH]c(=O)c3ccccc3c2=O)c(=O)n(-c2ccccc2)n1C	-3.2%	-14.5%[57.1 µM]	3.6%	26.0%	-16.0%	1.3	-5.0%	2.1	-9.7%
CCOCCCn1c(SCC(=O)Nc2oc(C)c3c(C)n[nH]c(=O)c23)nc2ccccc2c1=O	-3.6%	10.9%	-1.0%	-2.6%	21.9%	-2.8	4.1%	0.0	12.6%
CCCCc1ccc(NC(=O)NCc2cccnc2)cc1	1.8%	11.7%	-0.7%	-5.2%	9.8%	-2.3	-18.5%	-0.4	10.8%
CC(Oc1ccc(Cl)cc1Cl)C(=O)NC(Cc1ccccc1)C(=O)O (stereo not given)	-1.6%	2.3%	3.9%	2.0%	5.3%	0.2	-3.0%	0.7	-2.9%
CCN1CCN(C(=O)/C=C/c2ccccc2[N+](=O)[O-])CC1	-13.5%	7.1%	-3.2%	-6.2%	-0.9%	-2.0	-5.0%	-1.7	-18.5%
O=C(NC1=NCCS1)c1cc(-c2ccc(F)cc2)nc2ccccc12	7.3%	-1.8%	-33.4%[inhibitor]	-1.4%	/	-1.0	0.6%	18.7	-5.3%
COc1ccc(-c2nc3c(c(SCC(=O)N4CCOCC4)n2)Cc2c(CO)cnc(C)c2O3)cc1	-17.1%	-0.5%	4.3%	10.5%	30.4%	-2.5	-4.4%	1.0	-13.8%
Cc1cc(Cl)c2oc(C(=O)NCC(C)(C)N3CCOCC3)c(C)c2c1	-15.4%	3.3%	0.0%	-0.9%	-14.5%	-2.8	-6.5%	-4.1	-19.3%
FC(F)(F)c1cnc(NNC(=S)Nc2ccc(Cl)cc2)c(Cl)c1	-13.6%	-14.2%[57.1 µM]	-4.7%	8.9%	0.3%	-3.0	-5.3%	-10.2	-1.0%
CC1C(=O)NN=C1C(=O)N/N=C\c1ccc(O)cc1O (stereo not given)	-15.5%	-6.4%	-14.7%	-4.8%	/	-0.9	-1.6%	-59.8*	-9.0%
Cn1c(SCC(=O)Nc2nccs2)nnc1-c1ccco1	-4.5%	2.7%	-9.8%	4.8%	-5.6%	-2.3	1.6%	-11.3	3.5%
CCSc1nnc(SCC(=O)c2c(N)n(C)c(=O)n(C)c2=O)s1	-2.4%	-20.9%	0.1%	2.8%	-3.9%	-0.7	0.0%	-2.5	-18.1%
COc1ccc(S(=O)(=O)NCCC(C)C)cc1C	-9.9%	-3.6%	4.9%	3.1%	-6.8%	0.7	4.4%	/	-2.8%
CCC1CCCCN1Cc1ccc(CNS(=O)(=O)c2ccc3c(c2)oc(=O)n3C)o1 (stereo not given)	-2.0%	3.4%	-4.2%	3.0%	17.9%	-3.7	3.6%	-3.2	7.7%
O=C(Nc1ccc2c(c1)OCO2)c1cc(C2CCCN(C(=O)CCCc3ccccc3)C2)on1 (stereo not given)	-10.3%	-7.4%	17.2%	-5.8%	?	-0.8	14.0%	8.1	-11.2%
COc1ccc(NC(=O)c2ccccc2-c2ccccc2C(=O)O)cc1	3.3%	3.6%	5.5%	-7.9%	7.2%	-1.0	-0.3%	-10.2	5.0%
COc1ccc(CCNC(=O)c2cc3cc(Cl)ccc3nc2N)cc1OC	-5.3%	5.1%	-7.1%	-15.0%	-2.1%	-0.9	-7.1%	0.5	-26.0%
COc1cc2c3c(c1OC)C1(C=CC(=O)C=C1)CC3N(C(=O)CCC(=O)O)CC2 (stereo not given)	-6.5%	-11.2%	-3.1%	-0.2%	-17.6%	-2.1	4.8%	-0.7	-4.2%
Cc1nn(-c2ccccc2)c(Cl)c1/C=N/NC(=O)c1ccccc1NS(=O)(=O)c1cccs1	-18.8%	?	0.4%	13.3%	/	0.9	-0.9%	0.8	-18.7%
CCCCCCCC(=O)C(C)C(=O)N(C)[C@H](Cc1ccc(OC)cc1)C(=O)N(C)[C@H](C(N)=O)C(C)C (stereo not given in full)	-6.1%	-0.2%	9.2%	8.3%	?	-0.6	-16.3%	11.3	-3.2%
CCCOc1ccc(-c2nc(C#N)c(N3CCN(C)CC3)o2)cc1	-1.6%	-1.7%	3.6%	1.8%	0.7%	-0.5	-14.0%	-1.3	4.4%
CN(Cc1n[nH]c(=S)n1C)S(=O)(=O)c1ccccc1	-6.2%	4.0%	4.1%	4.9%	-4.8%	-2.5	4.7%	/	8.5%
CCn1cnc2sc(C(=O)N3CCN(c4ccc(OC)cc4)CC3)c(C)c2c1=O	-4.5%	-9.8%	-10.5%	-9.4%	3.3%	-1.6	4.8%	/	-2.5%
C#CCOCCOCCOCCNc1nc(N2CCN(C(=O)[C@H](CCCCN)n3cc([C@@H](N)[C@H](C)CC)nn3)CC2)nc(N2CCN(C(=O)[C@H](CCC(=O)O)n3cc([C@@H](N)CCCCN)nn3)CC2)n1	1.4%	-8.7%	-3.8%	-4.6%	-23.7%	0.3	-11.4%	11.1	-14.3%
CN(Cc1cccc2cnccc12)C(=O)c1cc(COc2ccc(F)cc2F)on1	-15.1%	6.3%	5.5%	-2.8%	22.6%	-3.4	12.2%	2.0	2.8%
Cc1ccc(NC(=O)Cn2cnc3ccccc32)cc1C	13.4µM*	0.2%	4.2%	11.8%	32.0%	-0.9	10.1%	?	-20.0%
COc1ccc(CS(=O)(=O)c2nc(C)cc(C)c2S(C)(=O)=O)cc1	-1.0%	-23.5%	6.1%	-17.3%	-3.3%	-0.1	2.1%	-3.1	3.0%
CCC(C)[C@H](NC(=O)NCC1CCCO1)C(=O)OC (stereo not given in full)	-3.9%	-1.6%	1.3%	4.1%	-8.3%	-1.1	3.9%	/	-1.7%
Cc1cnc(C(=O)OCC(=O)C23CC4CC(CC(C4)C2)C3)cn1	-19.0%	4.4%	-2.8%	-18.4%	9.3%	0.9	-2.9%	-2.6	4.2%
CC1C(=O)N(Cc2cn(Cc3ccco3)nn2)CCS(=O)(=O)N1Cc1ccc(-c2ccc(Cl)cc2)cc1 (stereo not given)	-4.3%	-7.0%	3.0%	-4.6%	?	0.5	5.2%	1.0	0.2%
CN(C(=O)COC(=O)Cc1c[nH]c2ccccc12)c1c(N)n(Cc2ccccc2)c(=O)[nH]c1=O	3.7%	1.9%	-0.2%[1.84 µM]	3.3%	-1.2%	0.3	-6.1%	1.7	-2.2%
Cc1ccc(C(=O)NCCCc2ccccc2)c(Cl)c1	-4.1%	-4.8%	0.8%	-7.9%	3.0%	-1.6	7.2%	7.4	-10.8%
COc1cc2c(cc1OC)C(c1ccccc1)NCC2 (stereo not given)	-6.6%	1.0%	-9.9%	13.3%	0.4%	0.1	5.4%	8.8	0.9%
O=C(COC(=O)CSc1ccc(F)cc1)NC1CC1	-3.1%	11.3%	1.0%	-4.6%	-40.9%	-3.7	-12.7%	0.3	-18.6%
CCC1CCCCN1C(=O)CSc1nnc(-c2ccc(Cl)cc2)o1 (stereo not given)	-3.1%	-5.9%	8.1%	16.7%	-20.8%	-3.4	-12.1%	-5.2	-6.9%
COc1ccc(N(CC(O)Cn2c3ccccc3c3ccccc32)S(=O)(=O)c2ccccc2)cc1 (stereo not given)	-10.7%	-36.4%[57.1 µM]	10.7%	-0.8%	-11.5%	-1.3	17.9%	9.0	-17.5%
Cc1cc(C)cc(NC(=O)c2cccc(C(=O)Nc3cc(C)cc(C)c3)n2)c1	-6.9%	-24.5%	-2.9%	4.9%	-3.0%	-0.2	9.4%	-4.9	1.4%
O=C(CSc1ncnc2sc3c(c12)CCCCC3)NCc1ccco1	-10.3%	-21.5%	6.6%	-3.0%	19.5%	1.9	4.3%	1.1	-2.1%
Cn1c(=O)nc2n(Cc3ccccc3)c3cccc(Cl)c3cc-2c1=O	-16.6%	1.1%	2.2%	-11.3%	/	-2.2	-9.0%	-4.4	2.8%
CCc1ccccc1NS(=O)(=O)c1ccc2[nH]cc(C(=O)NCC3CCCO3)c(=O)c2c1 (stereo not given)	-8.6%	-5.6%	-1.6%	-6.3%	30.8%	-2.3	-1.7%	-7.0	-19.4%
Cc1ccc(S(=O)(=O)NC(=O)NC(=O)N(C)S(=O)(=O)c2ccc(C)cc2)cc1	-9.4%	-0.6%	-2.3%	-10.3%	-17.3%	-0.2	14.8%	0.6	8.8%
Clc1ccc(CSc2nnc([C@@H]3CCCN3)o2)cc1Cl	-2.8%	-12.5%	-0.8%	6.4%[9.22 µM]	-36.7%	-0.7	1.3%	-0.6	11.2%
O=C(NCc1cccnc1)c1ccc(N2CCOCC2)c([N+](=O)[O-])c1	-9.2%	-22.7%	0.7%	6.2%	/	-0.5	-3.2%	1.9	-1.0%
OCc1nc2ccccc2n1CCCOc1ccccc1	-1.5%	-5.9%	-0.1%	0.5%	-3.4%	-1.1	-10.6%	/	6.5%

Source: PubChem BioAssay

No enrichment for hits, and some 4.1% of all compounds hit somewhere here.
